Source: PubChem
Mito fusion yeast: qHTS Assay for Small Molecule Inhibitors of Mitochondrial Division or Activators of Mitochondrial Fusion; Potency, µM (top dose mostly 46.1 µM), for the others: top-dose growth rescue (activation), hits mostly activators; 0.23% of 320,000 active; AID 485298, 2010; S. cerevisiae fusion-defective mutant growth rescue, CellTiterGlo 48 h;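 note: potency is the fitted concentration of half-maximal effect; % of control where 0% means no effect; nearly all actives have a fitted effect of over 45% in size; temperature-sensitive fusion mutants such as fzo1-1 at 37 °C on non-fermentable ethanol glycerol medium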
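Yeast fusion mutant, YPEG (non-fermentable carbon), compound, 48 h at 37C non-permissive; CellTiterGlo added, 10 min RT, luminescence read. Rescued growth = division inhibition.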
Gal4-VP16 FLuc: VP16 counterscreen qHTS for inhibitors of ROR gamma transcriptional activity | 3.5% of 310,000 active | Drosophila S2 Gal4-VP16 UAS-luciferase, luminescence, 20 h | Potency, µM (titrated, usually from 53.6 µM), without a hit: at the top dose activity, negative = inhibition, most hits filed as inhibitors;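 note: Gal4-VP16 expression switched on by copper sulfate through the metallothionein promoter; potency is the fitted concentration of half-maximal effect; % is set by controls: 0 for no effect and ±100 for the full control effect; nearly all actives have a fitted effect of over 50% in size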
NPC1 prom act: qHTS Assay for NPC1 Promoter Activators; Huh7 NPC1 promoter luciferase reporter, 24 h; Potency, µM (doses to about 9.22 µM), without a hit: at the top dose activation, usual class: activators; 2.4% of 320,000 active; AID 485313, 2010;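 note: potency is the fitted concentration of half-maximal effect; % of control where 0% means no effect; nearly all actives have a fitted effect of over 60% in size; reporter is driven by a mutant NPC1 promoter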
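Huh7 cells stably carrying NPC1 promoter–luciferase, plated in Opti-MEM with 10% FBS for 2 h, were exposed to compound in DMSO for 24 h at 37 °C; luciferase reagent was added for 10 min and luminescence read.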
RORgamma inh: qHTS for inhibitors of ROR gamma transcriptional activity. Potency, µM (highest dose often 53.6 µM), without a hit: at the highest dose activity change, negative = inhibition, most hits filed as inhibitors. 5.4% of 310,000 active. Drosophila S2 Gal4-RORgamma UAS-luciferase reporter, 20 h. Nuclear receptor ROR-gamma (Mus musculus), P51450; note: potency is the fitted concentration of half-maximal effect; % is set by controls: 0 for no effect and ±100 for the full control effect; nearly all actives have a fitted effect of over 60% in size
Target sequence (P51450 whole entry, looked up, the tested form may be a part): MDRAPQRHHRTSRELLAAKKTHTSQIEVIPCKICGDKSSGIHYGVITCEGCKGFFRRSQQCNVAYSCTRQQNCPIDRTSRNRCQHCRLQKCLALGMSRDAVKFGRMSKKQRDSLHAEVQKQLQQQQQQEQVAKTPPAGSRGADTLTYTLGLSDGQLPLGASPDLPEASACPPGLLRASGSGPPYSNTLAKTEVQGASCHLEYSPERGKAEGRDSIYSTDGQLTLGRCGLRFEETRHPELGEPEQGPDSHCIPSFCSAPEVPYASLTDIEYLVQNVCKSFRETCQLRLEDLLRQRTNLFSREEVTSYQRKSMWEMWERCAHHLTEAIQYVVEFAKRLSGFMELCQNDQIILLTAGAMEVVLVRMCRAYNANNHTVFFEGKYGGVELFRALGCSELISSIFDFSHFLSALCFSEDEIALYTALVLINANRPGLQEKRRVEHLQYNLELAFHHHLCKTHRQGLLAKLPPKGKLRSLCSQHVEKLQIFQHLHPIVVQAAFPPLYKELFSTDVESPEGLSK
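In this cell-based reporter format, copper sulfate (700 uM final) drives Gal4–ROR gamma fusion expression from a metallothionein promoter in Drosophila Schneider cells; compounds preincubated 1 hr, reporter read after 20 hr at ambient temperature.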
Menin-MLL TR inh: qHTS Assay for Inhibitors Targeting the Menin-MLL Interaction in MLL Related Leukemias: Competition With Texas Red Labeled MLL-derived Mutant Peptide; Potency, µM (doses to about 61.6 µM), for inactives: at the highest dose FP activity change, negative = inhibition, most hits filed as inhibitors; 0.23% of 270,000 active; Menin + Texas Red MLL mutant peptide, fluorescence polarization; AID 1768, 2009; O00255; active = well fitted inhibition curve with a large enough effect in the polarisation, with a control signal flat, not every such curve was filed as active; inconclusive = small, poorly fitted or top-dose-only effect, or effect the other way, or a change in a side signal; inactive = no such curve, though single readings can be large or run the other way; the % refers to the polarisation; note: potency is the fitted concentration of half-maximal effect; % of control where 0% means no effect; many of its hits are not listed in these tables
PKM2 act: qHTS Assay for Activators of Human Muscle isoform 2 Pyruvate Kinase | Pyruvate kinase PKM (Homo sapiens), P14618 | purified PKM2, Kinase-Glo ATP luminescence, activation; response scale: 0% is enzyme alone, no compound | Potency, µM (top dose mostly 57.5 µM), inactives show top-dose activation, actives largely listed as activators | 0.34% of 260,000 active; note: potency is the fitted concentration of half-maximal effect; % is set by controls: 0 for no effect and ±100 for the full control effect; nearly all actives have a fitted effect of over 55% in size
Target sequence (P14618 whole entry, looked up, canonical isoform): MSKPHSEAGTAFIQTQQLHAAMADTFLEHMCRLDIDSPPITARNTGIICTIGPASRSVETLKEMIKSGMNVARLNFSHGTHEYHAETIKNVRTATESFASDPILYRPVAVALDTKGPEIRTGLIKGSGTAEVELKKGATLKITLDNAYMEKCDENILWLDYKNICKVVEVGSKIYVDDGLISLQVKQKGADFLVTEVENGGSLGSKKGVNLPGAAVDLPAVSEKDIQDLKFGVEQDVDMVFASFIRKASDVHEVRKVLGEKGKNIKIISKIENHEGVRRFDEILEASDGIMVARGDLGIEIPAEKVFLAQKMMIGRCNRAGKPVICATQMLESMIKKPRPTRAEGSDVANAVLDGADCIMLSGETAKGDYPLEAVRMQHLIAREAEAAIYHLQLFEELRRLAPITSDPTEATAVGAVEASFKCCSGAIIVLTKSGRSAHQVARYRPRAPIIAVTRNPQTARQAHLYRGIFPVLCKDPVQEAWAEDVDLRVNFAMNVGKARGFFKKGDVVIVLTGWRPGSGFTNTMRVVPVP
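Purified hPK-M2 (>95% pure) converted ADP (0.1 mM final) to ATP with 0.5 mM PEP in 50 mM imidazole pH7.2, KCl, MgCl2, Tween 20, BSA; 1 h at room temperature. ATP detected by Kinase-Glo luminescence.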
FLuc modulator: qHTS profiling assay for firefly luciferase inhibitor/activator using purifed enzyme and Km concentrations of substrates (counterscreen for miR-21 project); Luciferin 4-monooxygenase (Photinus pyralis), P08659; purified FLuc, Km substrates, luminescence inhibition; Potency, µM (titrated, usually from 57.5 µM), without a hit: top-dose activity change, negative = inhibition, hits mostly inhibitors; 6.9% of 360,000 active; AID 588342, 2011;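 note: potency is the fitted concentration of half-maximal effect; plate controls were vehicle for no effect and reference inhibitor for full effect; nearly all actives have a fitted effect of over 55% in size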
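Purified P. pyralis luciferase (10nM final) with 10uM D-luciferin and 10uM ATP (Km levels) in 50mM Tris acetate pH 7.5, 10mM Mg acetate, 0.01% Tween-20, 0.05% BSA; qHTS 6-point titration, ~60 µM downward; luminescence read.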
KCNH2 3.1 inh: qHTS for Inhibitors of KCHN2 3.1: Mutant qHTS. Potassium voltage-gated channel subfamily H member 2, brain isoform KCNH2 3.1 (human). U2OS KCNH2 3.1, thallium flux FluxOr; active compounds read low. activity change, % (tested at about 1.8 µM). 0.95% of 340,000 active. AID 720553, 2013;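 active = maximum activity change below -70%; inconclusive = maximum activity change from -70% to -50%; inactive = maximum activity change above -50%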;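 note: thallium influx rate constant from kinetic fluorescence after stimulation buffer; % is set by controls: 0 for no effect and ±100 for the full control effect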
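Normalized rate constant (relative to positive and negative DMSO controls) derived from a 2 min kinetic fluorescence read after stimulation; U2OS cells expressing the 3.1 isoform via virus at 1.77 x 10^8 /mL.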
ELG1 repair inh: qHTS screen for small molecules that inhibit ELG1-dependent DNA repair in human embryonic kidney (HEK293T) cells expressing luciferase-tagged ELG1; HEK293T ELG1-luciferase reporter, luminescence, 16 h; DNA damage induced by 5-fluorouridine; Potency, µM (doses to about 46.1 µM), inactives show at the top dose activity change, negative = inhibition, usual class: inhibitors; 2.3% of 330,000 active; AID 504467, 2011; note: potency is the fitted concentration of half-maximal effect; % is set by controls: 0 for no effect and ±100 for the full control effect; nearly all actives have a fitted effect of over 55% in size
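5-Fluorouridine DNA damage + compound/DMSO, 2,000 cells/well, 16 h, 37 °C/5% CO2. ONE-Glo, 30 min RT, luminescence. Readout = decrease in reporter signal.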
MBNL1-CUG inh: qHTS Assay for Inhibitors of MBNL1-poly(CUG) RNA binding | Muscleblind-like protein 1 (Homo sapiens), Q9NR56 | AID 2675, 2010 | 0.036% of 280,000 active | TR-FRET MBNL1-His/biotin-(CUG)12 binding, 665/545 ratio | Potency, µM (doses to about 57.5 µM), inactives show at the top dose activity change, negative = inhibition, usual class: inhibitors; active = well fitted inhibition curve with a large enough effect in the signal ratio, with a control signal flat, not every such curve was filed as active; inconclusive = small, poorly fitted or top-dose-only effect, or effect the other way, or a change in a side signal; inactive = no such curve, though single readings can be large or run the other way; the % refers to the signal ratio; note: potency is the fitted concentration of half-maximal effect; % is set by controls: 0 for no effect and ±100 for the full control effect
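His-tagged MBNL1 binding to biotinylated (CUG)12 RNA was measured by TR-FRET using terbium anti-His antibody (0.055 ng/ul final) and streptavidin-XL665 (5 nM final). Compounds were titrated 92 nM to 58 uM; 60 min at room temperature.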
Rab9 prom act: qHTS Assay for Rab9 Promoter Activators | Huh7 Rab9 promoter-luciferase reporter, luminescence, 24 h | 2.8% of 320,000 active | Potency, µM (series often up to 9.22 µM), for the others: at the top dose activation, negative = inhibition, usual class: activators; note: potency is the fitted concentration of half-maximal effect; % of control where 0% means no effect; nearly all actives have a fitted effect of over 60% in size
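Cell-based reporter: Huh7 stable for Rab9 promoter-driven luciferase, plated in reduced-serum medium with 10% FBS at 1500 cells/well, compound-treated 24 h at 37 °C, luminescence read after 10 min reagent.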
Active calls of the source: *; ? = inconclusive; / = not tested or not shown; & = joins results of further samples; [ ] = dose if it differs, or a comment. Unless noted, calls come from the whole dose curve; as a rule, active = well fitted curve in the direction sought with a large enough effect; inconclusive = small, poorly fitted or top-dose-only effect, or another doubt; inactive = no such curve, though single readings can be large; an effect the other way counts as inactive or inconclusive. An excerpt; the hit share may differ from the screen's.

SMILES | Mito fusion yeast | Gal4-VP16 FLuc | NPC1 prom act | RORgamma inh | Menin-MLL TR inh | PKM2 act | FLuc modulator | KCNH2 3.1 inh | ELG1 repair inh | MBNL1-CUG inh | Rab9 prom act
CCOC(=O)c1cccc(NC(=O)C2CCN(S(=O)(=O)c3cnc[nH]3)CC2)c1 | 0% | -1% | 7% | -1% | 1%[11.7 µM] | -8% | -1% | 3 | 7% | -5% | -10%
CC1(C)NC(=O)N(CC(O)COc2ccccc2C(=O)N2CCCCC2)C1=O (stereo unspecified) | 1% | -5% | -1% | -19% | -7% | 0% | -3% | 7 | 0% | -8% | 4%
CN1C(C(=O)NCc2cccs2)=CC(c2ccc(F)cc2)=NS1(=O)=O | 10% | 2% | 2% | 8% | 16% | 6%[0.46 µM] | -1% | 7 | -3% | ? | -5%
O=C(Nc1ccc(NC(=O)c2ccccc2O)cc1)Nc1ccc(F)cc1F | 0% | -1% | 1% | 3% | / | 1% | -7% | -6 | 7% | 6% | -1%
COC(=O)C(NC(=O)CCc1c(C)nc2c(c(C)nn2-c2ccccc2)c1C)C(C)C (stereo unspecified) | 10% | -8% | -3% | -32% | -21% | / | -1%&2% | 11 | -12% | -8% | -5%
O=C(O)c1cccc(N2C(=O)C3C4C=CC(C4=C(c4ccccc4)c4ccccc4)C3C2=O)c1 (stereo unspecified) | -5% | 3% | -9% | ? | ? | 1% | -19% | -3 | -8% | -5% | 0%
COc1ccc(-c2[nH]ncc2C=O)cc1 | -5% | -3% | 1% | -2% | -4% | -2% | -1% | 5 | -9% | 5% | -2%
CCOC(=O)N1CCC(NC(=O)CC(NS(=O)(=O)c2ccc(C)cc2)c2ccco2)CC1 (stereo unspecified) | 0% | 9% | -2% | 4% | -3% | 2% | -1% | -1 | 6% | -1% | 0%
Cc1cc(C)c(C(=O)COC(=O)c2cc([N+](=O)[O-])ccc2N2CCOCC2)cc1C | 4% | / | 1% | / | / | / | 0% | -3 | 7% | / | 3%
CC(=O)Oc1ccc(-c2csc(Nc3cccnc3)n2)cc1 | -1% | 7% | 17% | -14% | -2% | -4% | ? | 15 | 17% | -5% | 2%
O=C(CSc1nnc(COc2ccc(Cl)cc2)n1Cc1ccco1)N1CCNC1=O | -4% | / | -10% | / | / | / | 5% | 2 | -1% | / | 0%
O=C(O)c1cccc(NS(=O)(=O)c2cccc(C(=O)Nc3ccccc3[N+](=O)[O-])c2)c1 | 2% | -11% | -1% | 40% | 1% | -5%[11.5 µM] | 6% | 1 | -2% | ? | 2%
CCOc1ccc(CCNC(=O)COC(=O)C2CCN(c3ccc(C(F)(F)F)cn3)CC2)cc1OCC | -2% | / | 0% | / | / | / | -2% | -2 | 3% | / | 0%
O=C(Cc1ccccc1)Nc1nnc(SCC(=O)NC2CCCC2)s1 | 0% | -2% | 2% | 8% | -2% | 1% | -1% | -10 | -6% | -3% | -6%
Cc1ccc(S(=O)(=O)N(C)C)cc1NC(=O)COC(=O)c1ccc(Cl)cc1 | -12% | 10% | -1% | -1% | 8% | -1% | -11% | -12 | -4% | -8% | -2%
Cc1ccc(CN2CCNC2=O)cc1 | -1% | -6% | -3% | 13% | -4% | -1% | 3% | 5 | 4% | 0% | 3%
COc1ccc(C(=O)NCCCSC)cc1OC1CCN(C(C)C)CC1 | -3% | -5% | -3% | -4% | 1% | -15%[11.5 µM] | -4% | -4 | 5% | -1% | 4%
O=C(/C=C\c1ccco1)Nc1cc([N+](=O)[O-])ccc1F | 0% | -14% | -11% | 23% | 24% | 0% | 4% | 7 | 27% | ? | -27%
Cc1ccccc1CCNC(=O)C1CCC(=O)N(Cc2ccc(Cl)cc2)C1 (stereo unspecified) | 2% | -4% | -1% | 45% | / | 0% | 4% | / | -2% | -9% | 7%[1.84 µM]
Cc1ccc(CN2CCN(C(=O)CCC(=O)Nc3nnc(C(C)C)s3)CC2)c(C)c1 | -14% | 0% | 1% | 20% | ? | 2%[0.46 µM] | 5% | 18 | 3% | -9% | 0%
CCc1nc(SCC(=O)Nc2cc(C)ccc2OC)c2c(C)c(C)sc2n1 | -11% | 2% | -2% | -18% | / | / | 0% | -21 | 0% | -2% | 1%
CNc1ccccc1C(=O)OCC(=O)N(CCOC)c1c(N)n(CC(C)C)c(=O)[nH]c1=O | 1% | / | -1% | / | / | / | 5% | 8 | -23% | / | -5%
COCCN(C(=O)COC(=O)CSc1ccc(Cl)cc1)c1c(N)n(CC(C)C)c(=O)[nH]c1=O | 0% | / | -1% | / | / | / | 8% | 7 | 26% | / | 3%
Cc1ccc(C(=O)N2CCCC(c3ccc(Cl)cc3)=N2)cc1 | 0% | -9% | 1% | 33% | -22% | / | -1% | 6 | -21% | 3% | -3%
Cc1ccc(Nc2nc(N)nc(-c3oc4ccccc4c3C)n2)cc1 | 17% | -23% | ? | -9% | ? | -12% | 7.6µM* | -9 | ? | 0% | -1%

Continued:
SMILES | Mito fusion yeast | Gal4-VP16 FLuc | NPC1 prom act | RORgamma inh | Menin-MLL TR inh | PKM2 act | FLuc modulator | KCNH2 3.1 inh | ELG1 repair inh | MBNL1-CUG inh | Rab9 prom act
O=C(O)c1cc2c(cc1Br)OCCCO2 | -22% | -12% | -9% | -9% | 4% | -2% | 4% | / | -11% | -3%[11.5 µM] | 1%
CCc1cc(=O)oc2cc(OCc3ccc(C(=O)O)o3)ccc12 | -2% | -1% | ? | 18% | 2% | / | 27µM* | -3 | ? | 0% | ?
CCCCC(=O)NC(=S)Nc1cccc(NC(=O)CC)c1 | -5% | -5% | 1% | ? | / | -2% | -2% | -5 | -29% | -4% | -1%
O=C(Nc1ccccc1C(=O)N1CCOCC1)C1COc2ccccc2O1 (stereo unspecified) | 4% | 2% | -2% | 1% | 20% | -14% | 0% | -2 | 5% | -6% | 3%
Cc1cccc(NC(=O)c2c(O)c3ccccc3[nH]c2=O)c1 | 4% | 7% | 1.6µM* | 1% | 24% | / | ? | -10 | ? | -6% | 0.71µM*
COC(=O)C(C(=O)OC)C(C(=O)OC)C(C(=O)OC)C(=O)OC | -2% | 4% | -5% | 3% | -13% | 7% | 9% | -1 | ? | 5% | -3%
O=C1CC(Cc2ccccc2)C(=O)N1c1ccccn1 (stereo unspecified) | -1% | 3% | -4% | -12% | / | -1% | -1% | 2 | -11% | -2% | -5%
COc1cc(CNc2cccc(C(=O)O)c2)cc(Br)c1OCC(=O)NC(C)(C)C | -12% | -8% | -17% | ? | -13% | -5% | 2% | 23 | / | ? | -4%
Cc1cc(NC(=O)CCC(=O)N(Cc2ccco2)C(C(=O)NC2CCCCC2)c2ccccc2)no1 (stereo unspecified) | -6% | -3% | -5% | ? | -6% | -5% | -1% | -3 | ? | 5% | 1%
O=C(Nc1ccccc1Cl)c1ccc(S(=O)(=O)N2CCOCC2)cc1 | 2% | 0% | -1% | 26% | -4% | 1% | -1% | 2 | -15% | 0% | 9%
CC(=O)Nc1cccc(-c2csc(NCc3ccccc3)n2)c1 | 6% | 1% | -3% | 19% | 28% | 5% | 21µM* | -1 | -2% | -2% | -3%
CSc1cccc(NC(=S)N(CCC(C)C)C2CCN(C(C)C)CC2)c1 | -7% | ? | 0% | 13µM* | 1% | 2% | -2% | 9 | 3% | 2% | 1%
Cc1cc(N2CCN(C)CC2)nc2ccc(NC(=S)N3CCC4(CC3)OCCO4)cc12 | -4% | -11% | -3% | 1% | -10% | 0% | 2% | 1 | -17% | -10% | -3%
Cc1ccc(-c2cc(-c3nnc(SCC(=O)NCC(C)C)n3N)c3ccccc3n2)cc1 | 7% | -27% | 23% | ? | 4% | 6% | 17µM* | -7 | 0% | 9% | 4%
O=C(CCC(=O)OCC(=O)c1ccc(-c2ccccc2)cc1)Nc1cccc(Cl)c1 | 1% | 13µM* | 1% | 7.1µM* | 25µM* | 2% | ? | 7 | 17% | 8% | 0%
